ALDH1A1 block: inhibitors of human aldehyde dehydrogenase 1A1; Potency, µM (doses to about 75.3 µM), inactives show at the highest dose activity, negative = inhibition, most hits filed as inhibitors; P00352; Purified ALDH1A1, NADH fluorescence, propionaldehyde substrate; 220,000 compounds, 7.3% hits; active = well fitted inhibition curve with a large enough effect, not every such curve was filed as active; inconclusive = small, poorly fitted or top-dose-only effect, or another doubt; inactive = no such curve, though single readings can be large or run the other way;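 also: plate controls were no enzyme wells and a reference inhibitor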
Target sequence (P00352 whole entry, looked up): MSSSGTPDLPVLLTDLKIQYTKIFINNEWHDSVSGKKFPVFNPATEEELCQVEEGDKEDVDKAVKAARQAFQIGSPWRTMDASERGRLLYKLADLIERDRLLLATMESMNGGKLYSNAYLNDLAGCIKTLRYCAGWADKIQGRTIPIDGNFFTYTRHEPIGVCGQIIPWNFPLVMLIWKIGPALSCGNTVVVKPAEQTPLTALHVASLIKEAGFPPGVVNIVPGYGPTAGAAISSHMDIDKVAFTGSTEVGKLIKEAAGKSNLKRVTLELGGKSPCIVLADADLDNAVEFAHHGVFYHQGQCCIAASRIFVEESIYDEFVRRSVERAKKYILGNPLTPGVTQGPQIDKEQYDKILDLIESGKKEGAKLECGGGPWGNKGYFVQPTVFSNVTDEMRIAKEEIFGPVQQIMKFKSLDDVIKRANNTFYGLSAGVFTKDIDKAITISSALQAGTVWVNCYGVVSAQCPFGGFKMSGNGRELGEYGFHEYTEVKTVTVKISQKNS
SMN2 splice enh: increases expression of the SMN2 splice variant | HEK293 SMN2-luciferase splicing reporter, luminescence, 30-36 h | Potency, µM (series often up to 46.1 µM), without a hit: at the highest dose activity change, positive = activation, actives largely listed as activators | 210,000 compounds, 2.8% hits; also: % of control where 0% means no effect; nearly all actives have a fitted effect of over 55% in size
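HEK293 cells carry an SMN2 minigene-luciferase reporter in which exon 7 inclusion puts luciferase in frame. Cells were seeded at 2000 cells/well, attached for 10-12 hours, then exposed to compounds for 30-36 hours at 37C before ONE-Glo luminescence.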
RGS12 GoLoco inh: inhibitors of human Gai1-RGS12 GoLoco interaction (red fluorophore); 230,000 compounds, 0.44% hits; AID 880; Gai1:RGS12 GoLoco peptide FP, rhodamine, 10 min; P63096; Potency, µM (doses to about 61.6 µM), for inactives: top-dose activity, negative = inhibition, actives largely listed as inhibitors; active = well fitted inhibition curve with a large enough effect, not every such curve was filed as active; inactive = no such curve, though single readings can be large or run the other way; also: % is scaled to controls: 0 for no effect and ±100 for the full control effect; nearly all actives have a fitted effect of over 30% in size; many of its hits are not listed in these tables
GAA glycogen: inhibitors or activators of human alpha-glucosidase glycogen cleavage; P10253; 300,000 compounds, 0.38% hits; Potency, µM (titrated, usually from 76.4 µM), without a hit: at the highest dose activity change, negative = inhibition, hits mostly inhibitors; recombinant GAA, glycogen substrate, Amplex Red glucose oxidase fluorescence; AID 2100;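 also: 0% = full enzyme reaction and -100% = no-enzyme basal signal; the screen sought inhibitors and activators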
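Recombinant enzyme (4 nM final) with compounds titrated up to 77 uM and bovine liver glycogen (30 ug) in citrate pH 5.0, 0.01% Tween-20, 37 C 40 min. Released glucose detected by Amplex Red/glucose oxidase (Ex 573/Em 610); AC50 from Hill fits.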
aGal spleen mod: inhibits or activates alpha-galactosidase in human spleen homogenate | P06280 | human spleen homogenate, 4MU-alpha-Gal fluorescence, 40 min | Potency, µM (titrated, usually from 80 µM), for inactives: at the highest dose activity change, negative = inhibition, actives largely listed as inhibitors | 240,000 compounds, 0.008% hits | AID 2107;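 also: 0% = enzyme with vehicle and -100% = no enzyme basal signal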
Target sequence (P06280 32-429 limits assumed): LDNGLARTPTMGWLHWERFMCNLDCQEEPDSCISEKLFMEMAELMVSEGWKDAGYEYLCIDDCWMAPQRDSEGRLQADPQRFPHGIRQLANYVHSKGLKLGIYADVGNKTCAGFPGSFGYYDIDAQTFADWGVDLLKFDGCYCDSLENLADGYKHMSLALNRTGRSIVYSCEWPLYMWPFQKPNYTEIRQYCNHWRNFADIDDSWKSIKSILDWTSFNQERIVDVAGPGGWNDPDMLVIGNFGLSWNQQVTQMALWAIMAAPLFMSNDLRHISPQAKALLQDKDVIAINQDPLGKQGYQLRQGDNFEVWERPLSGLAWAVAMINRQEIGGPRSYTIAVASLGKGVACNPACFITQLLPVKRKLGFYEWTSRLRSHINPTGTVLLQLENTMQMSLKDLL
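Human spleen homogenate (1 ug) was the enzyme source, with 4-methylumbelliferyl-alpha-D-galactopyranoside (1 mM final) in pH 5.0 citrate buffer with 0.01% Tween-20. Compounds were titrated; after 40 min at 37C, NaOH/glycine stop, 4-MU fluorescence read; AC50 from Hill fits.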
KDM4E inh: JMJD2E (human) inhibition | AID 2147 | JMJD2E catalytic domain, FDH-coupled NADH fluorescence (FDH is formaldehyde dehydrogenase) | Potency, µM (series often up to 57.1 µM), for the others: at the highest dose activity change, negative = inhibition, usual class: inhibitors | 230,000 compounds, 1.6% hits; active = well fitted inhibition curve with a large enough effect, not every such curve was filed as active; inconclusive = small, poorly fitted or top-dose-only effect, or another doubt; inactive = no such curve, though single readings can be large or run the other way;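 also: 0% = wells with enzyme and -100% = buffer wells without enzyme; nearly all actives have a fitted effect of over 50% in size; many of its hits are not listed in these tables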
GAA inhib: inhibitors of human lysosomal alpha-glucosidase; P10253; purified human GAA, 4-MU-alpha-glucoside fluorescence; Potency, µM (titrated, usually from 76.9 µM), for inactives: at the top dose activity change, negative = inhibition, actives largely listed as inhibitors; 200,000 compounds, 0.005% hits; AID 1466;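 also: plate controls were uninhibited enzyme wells for no effect and no-enzyme background for full effect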
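Enzyme (4 nM final) mixed with compound (up to 77 uM), then 4-MU-alpha-D-pyranoside (400 uM final) added; 20 min at room temperature, pH 5.0. Reaction stopped at pH 10, fluorescence read, AC50 derived by Hill fit.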
aGlu spleen mod: lysosomal alpha-glucosidase (human) modulation. Potency, µM (top dose mostly 79.9 µM), for the others: at the top dose activity change, negative = inhibition, most hits filed as inhibitors. 240,000 compounds, 0.006% hits. AID 2112. human spleen homogenate, 4-MU-alpha-glucoside fluorescence. P10253;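 also: 0% = enzyme with vehicle and -100% = no enzyme basal signal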
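Compounds were titrated against alpha-glucosidase in spleen homogenate at pH 5.0, with 1 mM 4-methylumbelliferyl substrate for 40 min at 37 C. Reactions were quenched with pH 10 NaOH/glycine and fluorescence measured.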
The depositor's hits bear a star; & = joins results of further samples. Unless noted, calls follow the shape of the dose curve; as a rule, active = well fitted curve in the direction sought with a large enough effect; inconclusive = small, poorly fitted or top-dose-only effect, or another doubt; inactive = no such curve, though single readings can be large; an effect the other way counts as inactive or inconclusive. Potency is read from the fitted curve at half-maximal effect.

What do the screens show for `O=C(NC12CC3CC(CC(C3)C1)C2)c1ccc(S(=O)(=O)N2CCOCC2)cc1`?
ALDH1A1 block: inconclusive; SMN2 splice enh: -27%; RGS12 GoLoco inh: 5%; GAA glycogen: -6%; aGal spleen mod: -5%; KDM4E inh: 9%; GAA inhib: -1%; aGlu spleen mod: -9%

What do the screens show for `CCOC(=O)COn1c(=O)c(=O)n(O)c2ccccc21`?
ALDH1A1 block: inconclusive; GAA glycogen: -2%; aGal spleen mod: -6%; KDM4E inh: -3%; GAA inhib: -1%; aGlu spleen mod: 4%

How did COc1ccc(CCN(/C=C2\Sc3ccccc3C2=O)C(C)=O)cc1OC do in these assays?
ALDH1A1 block: 1%; RGS12 GoLoco inh: 20%; GAA glycogen: -4%; aGal spleen mod: -6%; KDM4E inh: 32µM*; GAA inhib: 6%; aGlu spleen mod: -8%

What do the screens show for `Cc1cc(C(=O)CSc2nc(N)cc(=O)[nH]2)c(C)n1Cc1ccco1`?
RGS12 GoLoco inh: -1%; GAA glycogen: 2%; aGal spleen mod: 9%; KDM4E inh: 3%; aGlu spleen mod: 9%

How did Cc1[nH]c2ccccc2c1C(=O)CN1CCSCC1 do in these assays?
ALDH1A1 block: -5%; SMN2 splice enh: 9%; RGS12 GoLoco inh: -5%; GAA glycogen: 1%; aGal spleen mod: 0%; KDM4E inh: 2%; GAA inhib: inconclusive; aGlu spleen mod: 2%

How did CC(C)(C)C(=O)N1CCN(c2ncccc2C(F)(F)F)CC1 do in these assays?
ALDH1A1 block: 3%; RGS12 GoLoco inh: 2%; GAA glycogen: 4%; aGal spleen mod: -1%; KDM4E inh: -5%; GAA inhib: 1%; aGlu spleen mod: 3%

Results for COc1ccccc1NS(=O)(=O)c1cccc(C(=O)OCc2nc3ccccc3s2)c1 ?
ALDH1A1 block: -5%; SMN2 splice enh: 7%; RGS12 GoLoco inh: 16%; GAA glycogen: -10%; aGal spleen mod: 3%; KDM4E inh: -2%; GAA inhib: -3%; aGlu spleen mod: 12%

What do the screens show for `COCCNS(=O)(=O)c1cc(OC)c(Cl)cc1Cl`?
ALDH1A1 block: -3%; SMN2 splice enh: 14%; RGS12 GoLoco inh: 0%; GAA glycogen: 6%; aGal spleen mod: 10%; KDM4E inh: 8%; GAA inhib: 2%; aGlu spleen mod: 9%

What do the screens show for `COc1ccccc1NC(=O)CCn1cccc1`?
ALDH1A1 block: -9%; SMN2 splice enh: 9%; RGS12 GoLoco inh: 1%; GAA glycogen: -4%; aGal spleen mod: 3%; KDM4E inh: 1%; GAA inhib: -3%; aGlu spleen mod: -3%

What do the screens show for `COc1ccc(-c2cc3nc(C)cc(N)n3n2)cc1`?
ALDH1A1 block: inconclusive; SMN2 splice enh: 1.1µM*; RGS12 GoLoco inh: 4%; GAA glycogen: 1%; aGal spleen mod: 3%; KDM4E inh: inconclusive; GAA inhib: -4%; aGlu spleen mod: 1%

How did COc1ccccc1N1CCN(CCn2c(=O)c3c(c4ccccc4n3C)n(C)c2=O)CC1 do in these assays?
ALDH1A1 block: 15%; SMN2 splice enh: inconclusive; RGS12 GoLoco inh: 5%&-6%; aGal spleen mod: 7%&19%; aGlu spleen mod: 7%&13%

What do the screens show for `O=C(COc1ccccc1F)NC12CC3CC(CC(C3)C1)C2`?
RGS12 GoLoco inh: 10%; GAA glycogen: 4%; aGal spleen mod: -5%; KDM4E inh: -3%; aGlu spleen mod: -6%

Results for Nc1cc(N)nc(SCC(=O)NNC(=O)Cc2ccccc2)n1 ?
ALDH1A1 block: 10%; SMN2 splice enh: -5%; RGS12 GoLoco inh: -2%; GAA glycogen: -10%; aGal spleen mod: 4%; KDM4E inh: 2%; GAA inhib: inconclusive; aGlu spleen mod: 3%

Results for COc1ccc(NC(=O)CC#N)cc1OC ?
ALDH1A1 block: 2%; SMN2 splice enh: -13%; RGS12 GoLoco inh: -30%; GAA glycogen: -4%; aGal spleen mod: -11%; KDM4E inh: 5%; GAA inhib: 4%; aGlu spleen mod: -11%

Results for COc1ccccc1N1CCN(/N=C\C(Br)=C\c2ccccc2)CC1 ?
ALDH1A1 block: 5.6µM*; SMN2 splice enh: inconclusive; RGS12 GoLoco inh: 1%; GAA glycogen: -8%; aGal spleen mod: 5%; KDM4E inh: inconclusive; GAA inhib: inconclusive; aGlu spleen mod: -5%

How did CCN(CC(=O)Nc1cccc(C(C)=O)c1)S(=O)(=O)c1ccc(C)cc1 do in these assays?
ALDH1A1 block: -5%; RGS12 GoLoco inh: 4%; GAA glycogen: -2%; aGal spleen mod: 0%; KDM4E inh: 2%; GAA inhib: -1%; aGlu spleen mod: -4%

How did Cc1cc(C)cc(NC2=NC3(CCCCC3)N=C(N)N2)c1 do in these assays?
ALDH1A1 block: -3%; SMN2 splice enh: -2%; RGS12 GoLoco inh: 7%; GAA glycogen: -15%; aGal spleen mod: 16%; KDM4E inh: -5%; GAA inhib: -7%; aGlu spleen mod: 8%

What do the screens show for `Cc1ccc(S(=O)(=O)N2CCC(C(=O)N3CCN(Cc4ccccc4)CC3)CC2)cc1`?
ALDH1A1 block: inconclusive; SMN2 splice enh: -27%; RGS12 GoLoco inh: -1%; GAA glycogen: 11%; aGal spleen mod: 0%; KDM4E inh: 4%; GAA inhib: -1%; aGlu spleen mod: -7%

What do the screens show for `COC(=O)c1ccccc1S(=O)(=O)Nc1ccc(OC)nc1`?
ALDH1A1 block: 4%; SMN2 splice enh: 10%; RGS12 GoLoco inh: 8%; GAA glycogen: 7%; aGal spleen mod: 9%; KDM4E inh: -3%; GAA inhib: -2%; aGlu spleen mod: 2%

How did Cc1cc(C)nc(Nc2cc([N+](=O)[O-])ccc2C)n1 do in these assays?
ALDH1A1 block: inconclusive; SMN2 splice enh: -12%; RGS12 GoLoco inh: 0%; GAA glycogen: -2%; aGal spleen mod: -12%; KDM4E inh: -10%; GAA inhib: 6%; aGlu spleen mod: 3%

How did CN(C)/C=C/C(=O)c1ccc(Cl)cc1 do in these assays?
ALDH1A1 block: -6%; SMN2 splice enh: -14%; RGS12 GoLoco inh: -1%; GAA glycogen: 5%; aGal spleen mod: -1%; KDM4E inh: 1%; GAA inhib: 9%; aGlu spleen mod: -5%

Results for Cc1ccc(S(=O)(=O)c2cc3ccccc3oc2=Nc2ccc3c(c2)OCO3)cc1 ?
ALDH1A1 block: inconclusive; SMN2 splice enh: -13%; RGS12 GoLoco inh: 7%; GAA glycogen: 5%; aGal spleen mod: 6%; KDM4E inh: 8%; GAA inhib: -8%; aGlu spleen mod: 5%

What do the screens show for `O=C(Nc1cccnc1)c1c(F)c(F)c(F)c(F)c1F`?
ALDH1A1 block: 3%; SMN2 splice enh: 10%; RGS12 GoLoco inh: -32%; GAA glycogen: 8%; aGal spleen mod: 1%; KDM4E inh: 4%; GAA inhib: -1%; aGlu spleen mod: 1%

How did CC(=O)c1ccc(Oc2cc(C)nc(N3CCOCC3)n2)cc1 do in these assays?
ALDH1A1 block: 3%; SMN2 splice enh: 26%; RGS12 GoLoco inh: 10%; GAA glycogen: 6%; aGal spleen mod: -4%; KDM4E inh: -2%; GAA inhib: 0%; aGlu spleen mod: -1%

How did COc1cc(C2C(C#N)=C(N)Oc3cc(N(C)C)ccc32)cc2c1OCO2 (stereo not given) do in these assays?
ALDH1A1 block: 1%; SMN2 splice enh: -20%; RGS12 GoLoco inh: 21%; GAA glycogen: inconclusive; aGal spleen mod: -15%; KDM4E inh: -7%; GAA inhib: -3%; aGlu spleen mod: -16%

Results for CN1CCN(C(=O)C2=C[C@@H](c3csc4ccccc34)C[C@@H](OCCCCO)O2)CC1 ?
ALDH1A1 block: inconclusive; RGS12 GoLoco inh: -7%; GAA glycogen: 9%; aGal spleen mod: 3%; KDM4E inh: inconclusive; aGlu spleen mod: -6%

How did O=C(CCn1c2c(c3ccccc31)CCCC2)NNC(=O)c1ccc([N+](=O)[O-])cc1 do in these assays?
ALDH1A1 block: -3%; SMN2 splice enh: 0%; RGS12 GoLoco inh: 25%; GAA glycogen: 16%; aGal spleen mod: -6%; KDM4E inh: 5%; GAA inhib: -7%; aGlu spleen mod: -9%

Results for CC1(C)C(=O)OC(C(=O)c2ccccc2)C2(CCCCC2)C1=O (stereo not given) ?
ALDH1A1 block: -2%; SMN2 splice enh: -2%; RGS12 GoLoco inh: -5%; GAA glycogen: 1%; aGal spleen mod: -1%; KDM4E inh: 0%; GAA inhib: 2%; aGlu spleen mod: -2%

How did CC1CCN(C(=S)c2cn(Cc3ccccc3F)c3ccccc23)CC1 do in these assays?
ALDH1A1 block: 14µM*; SMN2 splice enh: 0%; RGS12 GoLoco inh: 1%; GAA glycogen: -18%; aGal spleen mod: 5%; KDM4E inh: 5%; GAA inhib: -7%; aGlu spleen mod: -1%

How did CCc1ccc(CN2CCC(CO)(CC3CCCCO3)CC2)o1 (stereo not given) do in these assays?
ALDH1A1 block: 8.9µM*; RGS12 GoLoco inh: 11%; GAA glycogen: 9%; aGal spleen mod: -2%; KDM4E inh: 4%; GAA inhib: 10%; aGlu spleen mod: -3%

Part of the list above in order of length of the SMILES, falling.
Results for CC1(C)C(=O)OC(C(=O)c2ccccc2)C2(CCCCC2)C1=O (stereo not given) ?
ALDH1A1 block: -2%; SMN2 splice enh: -2%; RGS12 GoLoco inh: -5%; GAA glycogen: 1%; aGal spleen mod: -1%; KDM4E inh: 0%; GAA inhib: 2%; aGlu spleen mod: -2%

How did CC1CCN(C(=S)c2cn(Cc3ccccc3F)c3ccccc23)CC1 do in these assays?
ALDH1A1 block: 14µM*; SMN2 splice enh: 0%; RGS12 GoLoco inh: 1%; GAA glycogen: -18%; aGal spleen mod: 5%; KDM4E inh: 5%; GAA inhib: -7%; aGlu spleen mod: -1%

How did CN(C)/C=C/C(=O)c1ccc(Cl)cc1 do in these assays?
ALDH1A1 block: -6%; SMN2 splice enh: -14%; RGS12 GoLoco inh: -1%; GAA glycogen: 5%; aGal spleen mod: -1%; KDM4E inh: 1%; GAA inhib: 9%; aGlu spleen mod: -5%

Assay outcomes: PubChem, National Center for Advancing Translational Sciences (NCATS)

This is a subset; rates above refer to the full screens.
